NCOA2 inhibitor – inhibition of GAL4-SRC2 driven luciferase reporter, primary screen, SRC2 inhibitor project, cell-based, luminescence; AID 651957, 2012; inhibition, % at 9 µM; 370,000 tested, 0.17% active; HEK293 GAL4-SRC2 luciferase reporter; Nuclear receptor coactivator 2 (Homo sapiens), Q15596;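 active = inhibition above the mean inhibition of all tested compounds plus 3 SD, set per campaign, cut at about 52% in these data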;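 note: 0% = DMSO treated cells and 100% = cells given Gossypol at 36 µM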
NR5A2 inv ag – LRH-1 (NR5A2) inverse agonists, primary screen, cell-based, luminescence, HEK293T, StAR-luciferase reporter; Nuclear receptor subfamily 5 group A member 2 (Homo sapiens), O00482; 360,000 tested, 0.13% active; inhibition, % at 3.6 µM; LRH-1 transfected, 24 h;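 active = inhibition above the mean inhibition of all tested compounds plus 3 SD, cut at about 73% in these data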;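 note: 0% = DMSO wells and 100% = reporter-only cells lacking LRH-1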
CF NFkB inh – inhibitors of PAF-induced NF-kB signaling, primary screen, cell-based, GFP fluorescence, uHTS; KKLEB NF-kB-GFP reporter, GFP fluorescence overnight; inhibition, % at 5 µM; 360,000 tested, 0.86% active;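 active = at least 50% inhibition at 5 µM, scaled per plate between neutral and stimulator controls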;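 note: PAF is a Pseudomonas aeruginosa culture filtrate used as stimulus; plate controls were PAF-stimulated DMSO wells for no effect and unstimulated DMSO wells for full effect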
SRC1 inh – SRC1 coactivator transcriptional activity inhibitors, primary screen, cell-based, luminescence | HEK293 GAL4-SRC1 luciferase reporter | inhibition, % at 3.6 µM | 360,000 tested, 0.12% active | AID 588354, 2011;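 active = inhibition above the campaign mean plus 3 SD, with each screening campaign given its own cutoff, cut at about 60% in these data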;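 note: 0% = DMSO treated cells and 100% = gossypol at 36 µM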
Target sequence (Q15788 whole entry, looked up, the tested form may be a part): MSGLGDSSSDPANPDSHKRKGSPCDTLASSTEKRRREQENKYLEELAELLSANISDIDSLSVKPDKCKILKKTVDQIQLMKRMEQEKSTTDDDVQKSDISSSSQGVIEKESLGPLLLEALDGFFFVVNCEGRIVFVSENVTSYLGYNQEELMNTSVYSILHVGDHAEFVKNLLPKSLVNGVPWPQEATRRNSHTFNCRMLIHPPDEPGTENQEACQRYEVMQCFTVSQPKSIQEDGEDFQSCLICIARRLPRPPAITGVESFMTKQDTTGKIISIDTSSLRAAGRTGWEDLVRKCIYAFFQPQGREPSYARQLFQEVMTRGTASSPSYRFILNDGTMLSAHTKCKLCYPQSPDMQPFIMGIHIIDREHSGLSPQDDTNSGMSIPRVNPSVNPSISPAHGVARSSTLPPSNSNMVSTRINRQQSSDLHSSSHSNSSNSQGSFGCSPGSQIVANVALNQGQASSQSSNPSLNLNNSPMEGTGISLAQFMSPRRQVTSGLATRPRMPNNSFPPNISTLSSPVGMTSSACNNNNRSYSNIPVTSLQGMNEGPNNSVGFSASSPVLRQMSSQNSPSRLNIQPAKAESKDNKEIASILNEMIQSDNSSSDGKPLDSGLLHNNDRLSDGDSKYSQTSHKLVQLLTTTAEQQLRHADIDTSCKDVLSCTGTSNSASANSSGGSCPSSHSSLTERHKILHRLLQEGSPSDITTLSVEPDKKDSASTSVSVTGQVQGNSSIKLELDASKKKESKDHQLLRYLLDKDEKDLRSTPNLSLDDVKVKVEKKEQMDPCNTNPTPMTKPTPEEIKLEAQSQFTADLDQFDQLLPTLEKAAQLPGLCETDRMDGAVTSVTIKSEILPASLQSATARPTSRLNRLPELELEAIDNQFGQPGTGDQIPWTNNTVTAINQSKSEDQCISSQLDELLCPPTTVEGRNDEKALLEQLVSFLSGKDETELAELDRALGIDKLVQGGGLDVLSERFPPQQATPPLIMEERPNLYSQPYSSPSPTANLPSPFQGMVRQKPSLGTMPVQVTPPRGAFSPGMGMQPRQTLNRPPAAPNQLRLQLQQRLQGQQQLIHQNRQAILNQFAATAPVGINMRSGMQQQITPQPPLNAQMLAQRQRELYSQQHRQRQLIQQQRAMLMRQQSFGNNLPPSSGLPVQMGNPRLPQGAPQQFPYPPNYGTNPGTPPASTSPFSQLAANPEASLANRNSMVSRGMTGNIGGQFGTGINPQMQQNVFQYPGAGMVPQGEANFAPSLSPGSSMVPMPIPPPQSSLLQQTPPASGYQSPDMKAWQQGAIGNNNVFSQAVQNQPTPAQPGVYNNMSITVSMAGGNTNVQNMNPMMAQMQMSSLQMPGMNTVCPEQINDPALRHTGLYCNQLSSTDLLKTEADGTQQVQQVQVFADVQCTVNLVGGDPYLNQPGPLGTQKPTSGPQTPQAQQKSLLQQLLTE
TRAIL sens C8 – viability loss with TRAIL in NB7+C8 cells, primary screen, TRAIL sensitizer project, cell-based, ATPlite luminescence; inhibition (viability loss, TRAIL sensitization), % at 10 µM; 360,000 tested, 1% active; AID 624354, 2012;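 active = compounds causing at least 50% loss of cell viability in the single-dose screen, relative to plate controls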
LMP1 NFkB inh – EBV LMP1-driven NF-kappaB luciferase reporter inhibitors, primary screen, cell-based, luminescence, single point | LMP1-induced NF-kappaB luciferase reporter cells | inhibition, % at 12.5 µM | 350,000 tested, 0.69% active | AID 504558, 2011; in the data active = inhibition above about 41%;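 note: 0% = neutral control wells and 100% = reference inhibitor control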
KKLEB cytotox – cytotoxicity in KKLEB CF airway cells, primary screen, cytotoxicity control for CF NF-kB inhibitor project, cell-based, uHTS, fluorescence assay plates; activity change (cytotoxicity), % at 5 µM; AID 602141, 2011; KKLEB CF airway cells viability, ATPlite luminescence, overnight; active compounds read low; cells stimulated with P. aeruginosa culture filtrate; 360,000 tested, 0.36% active;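 active = corrected activity change at or below -50% at 5 µM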
SRC3 inh – SRC3 coactivator transcriptional activity inhibitors, primary screen, cell-based, luminescence; AID 588352, 2011; Nuclear receptor coactivator 3 (Homo sapiens), Q9Y6Q9; HEK293 GAL4-SRC3 luciferase reporter; inhibition, % at 3.6 µM; 360,000 tested, 0.17% active;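 active = inhibition above a per-campaign cutoff, the mean of all compounds plus 3 SD, cut at about 60% in these data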;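 note: 0% = DMSO-treated cells and 100% = gossypol-treated cells at 36 µM; higher means less SRC3-driven luciferase light from the GAL4 reporter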
NR2F2 inh – NR2F2 transcriptional activity inhibitors, primary screen, cell-based, luciferase reporter, HEK293T, luminescence; 370,000 tested, 0.7% active; COUP transcription factor 2 (Homo sapiens), P24468; inhibition, % at 8.6 µM; HEK293T NGFI-A luciferase reporter;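 active = inhibition above a per-plate cutoff, mean inhibition of test wells between control levels plus 3 SD, cut at about 38% in these data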;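 note: cells cotransfected with COUP-TFII expression vector driving the NGFI-A reporter; 0% = median of COUP-TF2 test wells and 100% = reporter-only cells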
TROY NFkB inh – inhibitors of TROY-driven NF-kB signaling, primary screen, Q293 LMP1-TROYcd cells, NF-kB luciferase, uHTS | inhibition, % at 10 µM | AID 1347056, 2019 | Q293 LMP1-TROYcd NF-kB luciferase reporter, 4 h | 360,000 tested, 0.98% active;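 active = compounds whose plate-normalised and pattern-corrected inhibition of the luciferase reporter signal at the single screening dose is 50% or more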
TWEAK-Fn14 inh – inhibitors of TWEAK-Fn14 signaling, primary screen, luciferase reporter cells, uHTS | TWEAK-stimulated Fn14 reporter cells, luciferase luminescence, 8 h | inhibition, % at 10 µM | 360,000 tested, 2% active; in the data active = inhibition above about 50%
* = called active by the depositor; · = not tested or not shown.

SMILES	NCOA2 inhibitor	NR5A2 inv ag	CF NFkB inh	SRC1 inh	TRAIL sens C8	LMP1 NFkB inh	KKLEB cytotox	SRC3 inh	NR2F2 inh	TROY NFkB inh	TWEAK-Fn14 inh
CCCCCCCCCCCCN1[C@@H](CC(=O)O)c2cc(F)ccc2S1(=O)=O	-9	9	22	4	-5	-6	-9	7	-12	33	-2
COc1ccc(S(=O)(=O)N2CCOCC2)cc1NC(=O)COc1ccccc1	16	13	24	7	0	1	-6	10	11	0	-24
CC(=NNC(=O)CSCC(=O)NN=C(C)c1ccccc1)c1ccccc1	1	2	-12	1	-3	-6	14	10	11	-4	1
COCc1cc(CN2CCN(CCCc3ccccc3)C(CCO)C2)ccc1OC (configuration not stated)	24	-7	-16	9	20	3	1	6	-2	-2	-6
CSc1nc2ccc(Br)cc2[nH]1	-20	-2	-9	-7	4	-2	1	2	16	-22	-3
Cc1ccc2c(c1)sc[n+]2Cc1ccccc1	-52	-63	-28	-54	-4	-65	17	-69	-4	-13	-11
COc1ccccc1CN1CC(C(=O)N(C)CCc2ccccn2)CCC1=O (configuration not stated)	-7	-13	7	-30	-8	-5	-4	8	12	5	9
COC(=O)c1c(C(=O)OC)c2n(c1C)CCS2	4	8	7	7	2	3	3	11	12	-3	10
O=C1Nc2ccccc2/C1=C/c1ccccc1Cl	17	6	11	-36	19	-9	-1	-7	-14	-3	26
COC(=O)C(CCSC)NC(=O)/C=C/c1ccc(OC)cc1 (configuration not stated)	12	-13	-5	-28	-7	-3	-2	4	25	12	-13
Oc1ccc(/C=N/N2CCCCC2)c(O)c1	-25	-23	-14	-31	2	-17	0	-80	-21	-25	13
Cc1nn2c(NCCOCCO)c3c(nc2c1-c1ccccc1)CCC3	12	-7	-4	2	-8	0	-2	17	4	7	6
COC(=O)c1ccc(/C=C/C(=O)OCC(=O)c2ccc[nH]2)cc1	1	-2	-54	6	-16	-2	8	3	-18	-3	17
COc1cccc2cc(-c3cc(=O)oc4ccc(O)cc34)oc12	-4	18	-36	-1	2	2	-3	-10	4	3	-1
CCOC(=O)N1CCN(C(=O)c2cc3sccc3n2C)CC1	9	-6	11	-7	-8	-3	7	13	6	1	-13

Results in TRAIL sens C8 and TROY NFkB inh, for 6 of the compounds above:
compound	TRAIL sens C8	TROY NFkB inh
CCCCCCCCCCCCN1[C@@H](CC(=O)O)c2cc(F)ccc2S1(=O)=O	-5	33
COc1ccc(S(=O)(=O)N2CCOCC2)cc1NC(=O)COc1ccccc1	0	0
CC(=NNC(=O)CSCC(=O)NN=C(C)c1ccccc1)c1ccccc1	-3	-4
COCc1cc(CN2CCN(CCCc3ccccc3)C(CCO)C2)ccc1OC (configuration not stated)	20	-2
CSc1nc2ccc(Br)cc2[nH]1	4	-22
Cc1ccc2c(c1)sc[n+]2Cc1ccccc1	-4	-13

Continuation:
SMILES	NCOA2 inhibitor	NR5A2 inv ag	CF NFkB inh	SRC1 inh	TRAIL sens C8	LMP1 NFkB inh	KKLEB cytotox	SRC3 inh	NR2F2 inh	TROY NFkB inh	TWEAK-Fn14 inh
COc1ccc(C(=O)Nc2cccnc2Cl)cc1OC	-7	-9	11	-71	-15	4	-11	-12	-9	13	-3
Cc1c(NC(=O)CCc2ccccc2)cccc1[N+](=O)[O-]	-23	7	6	-3	-2	-12	-8	8	-1	-4	6
COC(=O)CC(=O)Cc1nc(N)nc(Nc2ccc(C)c(C)c2)n1	3	-13	-5	-19	9	1	4	0	13	-22	-3
CC1(C)CC(NC(=O)C(c2ccccc2)c2ccccc2)CC(C)(C)N1	4	8	1	-1	19	2	-4	-1	13	1	7
Clc1ccccc1-c1nnc2sc(-c3ccco3)nn12	-16	20	-2	1	12	-8	0	-8	-11	-16	-14
CC1=C(C(=O)NC2CCCc3c2cnn3-c2cccc(C)c2C)OCCO1 (configuration not stated)	24	25	-18	15	29	-2	11	9	56*	11	7
COc1ccc(C(CNC(=O)c2cccc(S(=O)(=O)N3CCCc4ccccc43)c2)N(C)C)cc1 (configuration not stated)	11	24	-9	-13	18	-4	4	9	-15	17	11
CCOc1ncccc1C(=O)OCC(=O)N1c2ccccc2CC1C (configuration not stated)	7	-19	-19	-3	14	5	-22	-3	-5	-7	10
CCC(C)(C)n1nnnc1C(c1cc2cc3c(cc2[nH]c1=O)OCO3)N1CCN(C)CC1 (configuration not stated)	6	-4	9	-4	-12	3	0	6	-7	-4	5
O=C(c1cc2ccccn2n1)N1CCN(c2cccc(C(F)(F)F)c2)CC1	-4	2	3	2	1	6	6	20	-3	16	-2
CCOC(=O)C1(Cc2cccc(OC)c2)CCN(Cc2cccc(OCC)c2O)CC1	-4	13	21	-1	-3	11	-6	23	15	13	6
CCCCn1c(-c2ccccc2)nnc1-c1ccccc1	19	-34	-1	-4	-2	-2	5	-3	17	-3	4
O=C(c1ccccc1)c1nc[nH]c1C(=O)Nc1ccccc1	7	-23	-16	3	41	-2	6	-10	3	-15	11
CCCC(C)C(=O)Nc1ncc(S(=O)(=O)c2ccc([N+](=O)[O-])cc2)s1 (configuration not stated)	8	5	40	1	-2	6	9	-3	-15	38	8
CC(CC(=O)Nc1ncc([N+](=O)[O-])s1)c1ccccc1 (configuration not stated)	-7	-37	18	-16	10	-14	-15	-37	-32	25	15

Fetched one by one from the list above (2):
SMILES	NCOA2 inhibitor	NR5A2 inv ag	CF NFkB inh	SRC1 inh	TRAIL sens C8	LMP1 NFkB inh	KKLEB cytotox	SRC3 inh	NR2F2 inh	TROY NFkB inh	TWEAK-Fn14 inh
CCC(C)(C)n1nnnc1C(c1cc2cc3c(cc2[nH]c1=O)OCO3)N1CCN(C)CC1 (configuration not stated)	6	-4	9	-4	-12	3	0	6	-7	-4	5
COc1ccc(C(=O)Nc2cccnc2Cl)cc1OC	-7	-9	11	-71	-15	4	-11	-12	-9	13	-3

Continuation.
SMILES	NCOA2 inhibitor	NR5A2 inv ag	CF NFkB inh	SRC1 inh	TRAIL sens C8	LMP1 NFkB inh	KKLEB cytotox	SRC3 inh	NR2F2 inh	TROY NFkB inh	TWEAK-Fn14 inh
Cc1cc(Nc2nn(C)c(N)c2C#N)ccc1F	20	-6	-1	-18	-12	0	-3	-1	-20	-22	0
CCCOc1ccc2nc(C)c(CCC)c(SC(=N)N)c2c1	-11	-20	6	-9	6	1	-22	3	-2	6	-13
C=CCn1c(SCc2nc3ccccc3[nH]2)nnc1-c1ccncc1	-4	16	5	-47	-12	-10	8	-25	13	-8	0
O=C(Nc1cccc2nsnc12)C1CC(=O)N(c2ccccc2)C1 (configuration not stated)	6	-22	8	-2	4	-3	-13	9	6	5	10
COCCCNC(=O)CN1C(=O)/C(=C/c2ccccc2)Sc2ccccc21	14	18	-14	-19	20	-11	-8	0	25	19	6
COc1cc(NS(=O)(=O)c2ccc(NC(=O)COc3cccc(C)c3)cc2)nc(OC)n1	-13	-11	10	7	-14	6	-8	7	5	5	7
CC(C)Cc1ccc(C(C)C(=O)Nc2ncccn2)cc1 (configuration not stated)	2	3	-28	16	17	3	13	6	-2	-15	-3
O=C(NC1CCN(c2ncccn2)CC1)c1cccc(F)c1	17	13	5	9	5	9	3	-1	-5	-41	0
CC(=O)Oc1ccc2ccccc2c1C(NC(=O)Cc1ccccc1)c1ccc(Cl)cc1 (configuration not stated)	29	-7	19	-5	7	-6	10	5	10	36	55*
CCOC(=O)C1CCN(S(=O)(=O)c2ccc(-c3ccc(=O)[nH]n3)o2)CC1	-10	8	-19	1	-4	-1	10	1	-6	-8	-12
NS(=O)(=O)c1ccc(CCNC(=O)CCCn2ncn3c(cc4occc43)c2=O)cc1	0	-1	4	1	1	-4	9	9	3	-1	-19
Cc1onc(-c2ccccc2)c1C(=O)N1CCN(c2ncccc2C(F)(F)F)CC1	-7	-7	-13	-7	6	-10	-8	8	4	-9	-13
O=C(Cn1nc(C(F)F)cc1C1CC1)N1CCCC1	-15	11	7	0	-8	-1	1	6	-4	4	14
O=C(NCc1cccs1)c1ccc2sc([C@H]3C[C@H](O)[C@@H](CO)O3)nc2c1	-2	6	-3	-6	-15	·	-15	-10	-1	-11	-12
Cc1cc(C)cc(N(CC(=O)Nc2ccccc2C(=O)N2CCOCC2)S(C)(=O)=O)c1	7	9	-1	-7	7	0	4	14	1	0	-21
NC(=O)c1ccc(NC(=O)CSc2nnc(-c3ccc4c(c3)OCO4)o2)cc1	-4	-3	-6	-45	12	-5	-9	-21	2	6	-4
CCS(=O)(=O)N1CCC(C(=O)NCc2ccc(F)cc2)CC1	3	26	11	-2	-11	-5	6	-1	12	18	10
Cc1cccc(NC2(C(=O)O)CCCC2)c1	8	-23	2	-5	9	-2	-4	-18	-8	-26	0
CCC(C)NC(=O)c1ccc(CSCc2cccc(F)c2)o1 (configuration not stated)	-1	-28	-1	-2	12	-14	8	-12	-4	-42	-17

Exported with values under each structure: entries from further up
The line under a structure holds: NCOA2 inhibitor | NR5A2 inv ag | CF NFkB inh | SRC1 inh | TRAIL sens C8 | LMP1 NFkB inh | KKLEB cytotox | SRC3 inh | NR2F2 inh | TROY NFkB inh | TWEAK-Fn14 inh
> NC(=O)c1ccc(NC(=O)CSc2nnc(-c3ccc4c(c3)OCO4)o2)cc1
  -4 | -3 | -6 | -45 | 12 | -5 | -9 | -21 | 2 | 6 | -4
> CCS(=O)(=O)N1CCC(C(=O)NCc2ccc(F)cc2)CC1
  3 | 26 | 11 | -2 | -11 | -5 | 6 | -1 | 12 | 18 | 10
> Cc1cccc(NC2(C(=O)O)CCCC2)c1
  8 | -23 | 2 | -5 | 9 | -2 | -4 | -18 | -8 | -26 | 0
> CCC(C)NC(=O)c1ccc(CSCc2cccc(F)c2)o1 (configuration not stated)
  -1 | -28 | -1 | -2 | 12 | -14 | 8 | -12 | -4 | -42 | -17

High-throughput results (PubChem)
